Screens from PubChem.
RTF Ca sens act – cardiac RTF calcium sensitization | AID 493008 | actives 0.24% (n = 340,000) | activation, % at 7.2 µM | IANBD-labeled TnC RTF fluorescence at EC20 calcium; 0% EC20 calcium, 100% full calcium | P19429+P45379;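 active means activation above the mean over all tested compounds plus 3 SD, cut at about 30% in these data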;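 further: rise in fluorescence read as greater calcium sensitivity of cardiac thin filaments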
CDK5 inh – CDK5/p35 (human) kinase inhibition; inhibition, % at 10 µM; actives 0.01% (n = 330,000); Q00535+Q15078; AID 488839; Recombinant CDK5/p35, ADP-Glo luminescence, 60 min;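 active means highest replicate inhibition of at least 50% and at least 75% of replicates reaching 50%; inconclusive means only one of the two criteria met; inactive means both criteria failed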;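 further: plate controls were DMSO neutral control for no effect and GW8510 at 10 µM for full effect; many of its hits are not listed in these tables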
Rtt109 Vps75 – inhibitors of Candida albicans Rtt109/Vps75 histone acetyltransferase; purified Rtt109/Vps75, ThioGlo CoA-SH fluorescence, 4 h; inhibition, % at 34.9 µM; actives 0.16% (n = 330,000);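 active means inhibition of at least 50% in every replicate; inconclusive means best replicate reaches 50% inhibition but some replicates fall short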
Target sequence (Q5AAJ8 whole entry, looked up): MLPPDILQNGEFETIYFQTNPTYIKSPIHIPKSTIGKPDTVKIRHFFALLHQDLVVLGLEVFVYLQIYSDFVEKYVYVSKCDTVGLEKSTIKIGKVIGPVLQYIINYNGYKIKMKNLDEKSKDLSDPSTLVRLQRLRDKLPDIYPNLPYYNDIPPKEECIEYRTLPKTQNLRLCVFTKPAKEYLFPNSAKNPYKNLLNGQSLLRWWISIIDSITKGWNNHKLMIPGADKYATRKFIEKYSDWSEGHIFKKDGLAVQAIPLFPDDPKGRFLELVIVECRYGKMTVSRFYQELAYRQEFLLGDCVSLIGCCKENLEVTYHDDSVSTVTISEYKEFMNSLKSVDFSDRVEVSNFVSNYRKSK
PvdQ inh – P. aeruginosa PvdQ acylase inhibition; inhibition, % at 10 µM; purified PvdQ acylase, fluorescence plate reader; actives 0.063% (n = 340,000); in the data active means inhibition above about 30%, passing the limit was not always enough; inconclusive means no clear call, values can overlap the other calls;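 further: 0% = vehicle neutral wells and 100% = reference inhibitor wells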
SR-BI uptake up – SR-BI HDL lipid transfer activation; CHO ldlA[mSR-BI] cells, DiI-HDL uptake fluorescence, 3 h; 100 = double the neutral-control signal; activation, % at 12.5 µM; actives 0.096% (n = 320,000); AID 504775;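 active means mean replicate activation of at least 60% and every replicate at or above 60%; inconclusive means mean or all-replicate condition met, but not both; inactive means mean below 60% and not all replicates reaching 60%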;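 further: 0% = median plate neutral-control signal and 100% = twice that signal; values of inactives mirror those of a sister screen read the other way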
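Test system: SR-BI-overexpressing, LDLR-lacking CHO cells; Medium: Ham's F12 with 0.5% BSA, HEPES 25 mM, pH 7.4; Schedule: 3 h, 37 °C; Technique: bottom-read fluorescence, 550/595 nm.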
Wnt bcat act – Wnt/beta-catenin pathway activation | Wnt/beta-catenin reporter cell assay, activator, plate reader | activation, % at 9.35 µM | actives 1.2% (n = 300,000) | AID 743398; in the data active means activation above about 30%, passing the limit was not always enough; inconclusive means no clear call, values can overlap the other calls;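 further: 0% = neutral control wells and 100% = positive control wells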
MITF act – activators of MITF-driven TRPM1 promoter activity in SK-MEL-5 cells; SK-MEL-5 TRPM1-promoter luciferase, 24 h; % of positive control, neutral wells = 0; activation, % at 12.5 µM; actives 0.75% (n = 300,000);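 active means mean activation of at least 80% with every replicate also reaching 80%; inconclusive means mean reaches 80% but some replicate falls short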;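 further: 0% = neutral control wells and 100% = parthenolide positive control wells; values of inactives mirror those of a sister screen read the other way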
HTR5A ag ctr – counter-screen for OPRM1-OPRD1 agonists: human HTR5A agonism; actives 0.61% (n = 340,000); AID 504692; P47898; HTR5A agonist assay, luminescence, cell-based; activation, % at 9.3 µM; in the data active means activation mostly above about 9.5%, no sharp cut-off; inactive means mostly below about 7.6%;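 further: 0% = cells with vehicle only and 100% = reference agonist; strong numbers were not always called active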
Target sequence (P47898 whole entry, looked up): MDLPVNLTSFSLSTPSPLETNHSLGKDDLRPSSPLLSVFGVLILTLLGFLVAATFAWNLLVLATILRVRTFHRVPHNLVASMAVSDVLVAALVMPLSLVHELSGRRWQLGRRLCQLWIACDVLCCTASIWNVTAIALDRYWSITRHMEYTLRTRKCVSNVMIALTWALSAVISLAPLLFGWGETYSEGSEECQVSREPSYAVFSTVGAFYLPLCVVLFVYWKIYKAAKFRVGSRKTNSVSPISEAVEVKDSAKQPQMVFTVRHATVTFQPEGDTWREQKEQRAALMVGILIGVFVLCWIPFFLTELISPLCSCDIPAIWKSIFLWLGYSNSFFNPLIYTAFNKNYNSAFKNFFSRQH
SR-BI HDL uptake – inhibitors of mouse SR-BI mediated HDL lipid uptake; Q61009; ldlA[mSR-BI] CHO cells, DiI-HDL uptake fluorescence, 3 h; AID 488896; actives 0.96% (n = 320,000); inhibition, % at 12.5 µM;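 active means mean replicate inhibition of at least 70% and a set share of replicates each scoring 70 or more; inconclusive means meets just one of the two criteria; inactive means fails both criteria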;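 further: 0% = median of neutral control wells and 100% = median of positive control wells; values of inactives mirror those of a sister screen read the other way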
dFosB act – activators of mouse delta FosB homodimer. purified delta FosB, TAMRA-CDK5 oligo fluorescence polarization; percent of positive-control signal above neutral wells. AID 493131. activation, % at 25 µM. actives 0.99% (n = 340,000). P13346;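 active means mean activation above about 17%, with every replicate also reaching it, limit read from the data, passing the limit was not always enough; inconclusive means only one of the two conditions met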;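 further: fluorescence polarization rise as delta FosB binds a TAMRA Cdk5 AP-1 oligo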
Target sequence (P13346 whole entry, looked up): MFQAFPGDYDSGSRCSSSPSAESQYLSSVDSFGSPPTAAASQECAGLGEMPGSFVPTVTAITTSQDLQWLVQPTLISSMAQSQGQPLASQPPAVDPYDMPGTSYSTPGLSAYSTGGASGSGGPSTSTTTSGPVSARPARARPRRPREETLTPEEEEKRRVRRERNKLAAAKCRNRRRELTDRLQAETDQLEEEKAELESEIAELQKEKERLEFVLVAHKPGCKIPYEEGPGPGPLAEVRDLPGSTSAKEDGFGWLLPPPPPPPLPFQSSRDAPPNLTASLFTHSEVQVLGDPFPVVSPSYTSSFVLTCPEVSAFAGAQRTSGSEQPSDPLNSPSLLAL
The depositor's hits bear a star; ? = inconclusive; / = no result given.

SMILES	RTF Ca sens act	CDK5 inh	Rtt109 Vps75	PvdQ inh	SR-BI uptake up	Wnt bcat act	MITF act	HTR5A ag ctr	SR-BI HDL uptake	dFosB act
O=C1NCCCc2c1no[n+]2[O-]	-1	-0.8	-1	-2	24	/	12	8	-24	-9
Cc1cccc(NC(=O)CSc2nc(C)c(Cc3ccccc3)c(=O)[nH]2)c1	-5	0.0	7	-14	18	0	2	2	-18	-7
COc1ccc(NC(=S)N(CCC(C)C)C2CCN(C(C)C)CC2)cc1	2	-1.1	-28	-6	16	0	15	3	-16	-8
Cc1cc(=O)n2c3c(cccc13)CCC2	12	2.5	8	-1	8	/	-3	5	-8	-4
CCN1CCCCC(=N/O)/C(=N/O)CCCC1	5	0.6	7	-18	21	5	-1	0	-21	3
CC1CCN(C(=O)CSc2ccc(-c3cccc([N+](=O)[O-])c3)nn2)CC1	-2	1.1	-9	-2	-16	-2	7	-1	16	-1
COC(=O)CSc1ncc(S(=O)(=O)c2ccccc2)c(=O)[nH]1	-3	-1.3	-2	-3	10	-3	-5	0	-10	5
Cc1c(NC(=O)CSc2ccc(Cl)cc2)cccc1-c1nc2cc(Cl)ccc2o1	1	/	2	-5	-29	4	15	1	29	-2
CCCCc1nnc(NC(=O)CC(=O)Nc2ccccc2C(=O)O)s1	-2	0.4	5	1	16	2	-2	12	-16	2
Cc1ccc(OCc2n[nH]c(=S)n2-c2ccccc2)cc1C	5	2.8	/	-13	2	0	2	1	-2	-7
Cn1c(SCc2ccc(C(=O)Nc3nccs3)cc2)nnc1-c1ccccc1	2	1.5	-2	-2	-13	/	14	-2	13	-15
Nc1nc(N)nc(COc2ccccc2)n1	-3	0.3	6	10	0	26	41	5	0	9
CC(=O)C[C@@H](O)CC(=O)[C@@H]1OC(=O)CCCCCc2ccccc21	6	-0.1	1	-15	-12	-3	2	-1	12	-4
CCNC(=S)N1CCC(n2cnc3ccccc32)CC1	1	-0.8	0	-18	18	2	-4	9	-18	-2
Cc1cccc(C)c1NC(=O)CN(C)CC(=O)Nc1sc2c(c1C(N)=O)CCC2	-5	-6.8	0	-4	-5	-5	1	3	5	-4
O=C(O)c1oc2ccccc2c1CSc1ccccn1	0	0.7	-5	-5	-17	-4	/	6	17	5
CC(C)n1nnnc1SCC(=O)Nc1cccc(F)c1	-6	1.2	-11	-7	3	1	4	-1	-3	-9
CSCC[C@H](NC(=O)[C@@H]1Cc2ccccc2CN1)C(=O)NC(C)c1ccccc1 (stereo partly drawn)	-4	0.4	-5	-11	-3	0	6	5	3	-11
O=C(OCc1cccc([N+](=O)[O-])c1)c1ccc2ccccc2n1	-8	0.7	11	-10	9	-3	0	-4	-9	2
Cn1c(N)c(C(=O)c2cc(-c3ccccn3)nc3ccccc23)c(=O)[nH]c1=O	12	-0.7	-2	-6	11	/	/	-1	-11	-16
CCOc1ccc(S(=O)(=O)Nc2ccc3c(c2)OCO3)c2cccnc12	3	0.4	36	7	21	4	1	-1	-21	-7
O=C(/C=C/c1ccccc1[N+](=O)[O-])Nc1ccc(S(=O)(=O)Nc2ncccn2)cc1	-2	0.5	-1	-1	-3	1	3	-2	3	-8
Cc1ccc(SCc2nc(-c3ccncc3)no2)cc1	-2	0.5	2	-12	-5	/	20	-1	5	-6
COc1ccc(-c2cn3c(C)c(C(=O)NCc4ccc5c(c4)OCO5)sc3n2)cc1	-1	2.0	-4	-6	-68	-8	/	2	68	6
O=C(CSc1nnc(NC(=O)c2c(F)cccc2F)s1)Nc1ccc(F)cc1	-5	-2.6	12	-7	23	4	11	3	-23	-3
Going on with the list.
SMILES	RTF Ca sens act	CDK5 inh	Rtt109 Vps75	PvdQ inh	SR-BI uptake up	Wnt bcat act	MITF act	HTR5A ag ctr	SR-BI HDL uptake	dFosB act
CCn1nnnc1NCc1ccc(OCc2ccc(F)cc2Cl)c(OC)c1	-1	0.0	12	4	-57	-1	-3	1	57	-12
COc1ccc(/C=C2\Oc3cc(OC(=O)N4CCOCC4)ccc3C2=O)c(OC)c1	37*	1.8	-10	-7	-29	-1	/	-2	29	-9
COCCCNC(=O)CSc1nc2c(sc(=S)n2-c2cc(Cl)ccc2OC)c(=O)[nH]1	-3	-0.2	2	14	15	20	-7	8	-15	-12
O=C(NC(=S)Nc1ccc(F)cc1)C1CCCCC1	-3	-0.5	-5	-19	-4	-1	56	5	4	0
COC(=O)[C@@]12CCCCN1[C@H](c1ccc(-c3ccc(OC)cc3)c(OC)c1)[C@@H]1C(=O)N(C)C(=O)[C@@H]12	-1	-1.3	0	-6	-1	-3	-13	-4	1	0
COc1cc(C(=O)N2CCN(C(=O)Cc3ccccc3)CC2)cc(OC)c1OC	0	1.3	-1	-16	-47	-3	/	1	47	5
Cc1cc(C)c(-c2csc(NC(=O)CCCc3nc4ccccc4c(=O)[nH]3)n2)c(C)c1	-1	-0.2	12	-4	-50	-4	-27	2	50	-14
Cc1ccc(C(=O)N2CCN(c3ccccn3)CC2)cc1C	-2	-0.4	0	-2	5	-1	-12	9	-5	-3
COc1cc(OC)cc(C(=O)N2CCN(C(=O)c3cccnc3)CC2)c1	-3	-1.4	-12	-14	30	0	/	-5	-30	0
O=C(CSc1n[nH]c(-c2cccnc2)n1)Nc1ccccc1[N+](=O)[O-]	0	-2.3	8	-10	14	1	-8	5	-14	1
O=C(Nc1ccc(NC(=O)c2cccs2)cc1)c1cccs1	-1	-2.6	4	-3	7	6	?	4	-7	10
CN(C)S(=O)(=O)c1ccc(N2CCCC2)c(C(=O)NCc2cccc(C(F)(F)F)c2)c1	-1	-0.1	-8	-4	6	/	3	0	-6	-9
O=C(COC(=O)C1CC(O)CN1S(=O)(=O)c1ccccc1[N+](=O)[O-])c1ccc[nH]1 (stereo not drawn)	1	-2.5	4	2	-17	-1	-2	2	17	-10
CC(=O)C1=C(N2CCCCC2)CCC1=O	-3	-0.8	6	-14	1	/	2	1	-1	-6
CC12CC3CC(C)(C1)CC(C(=O)NCc1cccnc1)(C3)C2	2	0.5	2	14	12	-1	/	2	-12	-4
CCOC(=O)c1cc(C)sc1NC(=O)CSc1nnnn1C	-2	-0.2	5	-5	0	-3	-3	-4	0	-4
COc1ccc(CCN2CC(C(=O)N(C)Cc3ccc4nsnc4c3)CCC2=O)cc1 (stereo not drawn)	4	1.0	6	3	5	0	-8	0	-5	2
CN(C(=O)COC(=O)c1ccc2c(c1)NC(=O)CS2)C1CCS(=O)(=O)C1 (stereo not drawn)	7	0.4	-1	1	16	-2	/	0	-16	-5
OC(CNCc1ccc(Cl)c(Cl)c1)c1ccccc1 (stereo not drawn)	-1	2.9	2	-15	42	3	4	8	-42	-6
CC1(C)Cc2ccccc2C(/C(=N/O)C(N)=O)=N1	0	0.8	6	-9	15	0	3	0	-15	-3
CCOC(=O)CC(NS(=O)(=O)c1ccc2[nH]cc(C(=O)O)c(=O)c2c1)c1ccc(OCC)c(OC)c1 (stereo not drawn)	0	-1.8	3	-6	/	-1	5	7	/	-12
COc1ccc(C(=O)Nc2ccc(OC)c([N+](=O)[O-])c2)cc1Br	-2	1.6	4	-1	-60	-5	11	1	68	10
CCCC(=O)Nc1ccc(OCC(O)CNC(C)C)c(C(C)=O)c1 (stereo not drawn)	2	0.4	9	9	15	-5	0	-3	-7	-3
COc1cc(C(C(=O)NC2CCCCC2)N(C(=O)c2snc(C(N)=O)c2N)c2ccc(C)cc2)ccc1O (stereo not drawn)	-3	0.1	17	-4	-9	-1	-4	-4	9	?
C=CCN(C(=O)c1csnn1)C(C(=O)NC1CCCCC1)c1ccc(C)cc1 (stereo not drawn)	4	1.9	4	-5	/	4	-10	-3	/	-21
Continuation:
SMILES	RTF Ca sens act	CDK5 inh	Rtt109 Vps75	PvdQ inh	SR-BI uptake up	Wnt bcat act	MITF act	HTR5A ag ctr	SR-BI HDL uptake	dFosB act
Cc1ccc(N(CC(=O)NC(C)(C)C)C(=O)CNC(=O)c2cccs2)c(C)c1	2	1.4	3	-2	12	/	2	-1	-12	0
O=C1/C(=C/c2cccnc2)SC(=S)N1c1ccccc1	-1	0.6	0	-16	-3	4	2	-2	3	-7
CCOC(=O)C(CO)(NC(C)=O)C(=O)OCC	6	2.4	10	-12	5	0	/	-1	-5	-4
NC(=O)c1ccccc1[N+](=O)[O-]	4	-2.5	-2	-24	-1	3	-2	4	1	3
COc1cc(C)c2c(c1OC)C(=O)CC2	-5	-0.9	-14	1	17	-5	-4	0	-17	-6
C=CCOC(=O)C1=C[C@@H](C2CCCCC2)C[C@@H](OCc2ccc(CO)cc2)O1	2	-0.4	6	-10	-11	-2	3	11	11	-16
CCOC(=O)c1cnn(-c2ccc(C(F)(F)F)cn2)c1N	-7	0.6	2	-7	6	18	64	2	-6	0
CCC(C)[C@H](NC(=O)NCc1cccs1)C(=O)O (stereo partly drawn)	0	3.1	-18	11	7	/	-3	2	-7	0
CN(C)Cc1cn(CCC(=O)O)c2ccccc12	-4	-0.7	8	4	26	-4	-10	8	-26	2
O=C(CN(CC1CCCO1)C(=O)CNS(=O)(=O)c1ccc(F)cc1)NC1CCCC1 (stereo not drawn)	-3	0.4	-14	3	/	1	18	1	/	0
CCCCOC(=O)N/N=C/C=C/c1ccccc1	-8	-1.4	19	0	25	-1	33	1	-25	1
O=C(Cc1cccs1)N=Nc1c(O)[nH]c2ccccc12	-1	0.5	-2	-5	/	9	12	5	/	0
CC(C)NC(=O)CSc1nc(-c2ccccc2)cs1	1	0.4	0	-12	-59	10	?	-2	59	3
CC(Oc1ccc(Br)cc1)C(=O)Nc1ccc(S(=O)(=O)N(C)C2CCN(C)CC2)cc1 (stereo not drawn)	-4	0.3	8	-15	9	-2	-11	1	-9	2
O=C(CCCCn1c(=O)[nH]c2ccsc2c1=O)NCC1CCCO1 (stereo not drawn)	-4	-0.3	1	-6	-9	-1	2	11	9	3
Cc1ccc2c(CN3CCCCC3)cc(=O)oc2c1C	-2	0.2	2	-17	0	8	42	2	0	3
COC(=O)c1cc(-c2ccc(Cl)cc2)n(-c2ccc(S(N)(=O)=O)cc2)n1	-3	-4.7	7	-6	-33	-2	-2	-6	33	-16
CCOC(=O)C1(CC2CCCCO2)CCN(Cc2nc3ccccc3[nH]2)CC1 (stereo not drawn)	-1	-3.7	/	-9	13	-3	1	-4	-13	-2
Cc1ccc(OCCn2c3ccccc3n3nc(C)c(=O)nc23)cc1	-2	0.7	16	17	-6	-3	1	1	6	-6
CCC(c1nnnn1CCOC)N1CCN(C(=O)c2ccco2)CC1 (stereo not drawn)	-1	0.8	-14	-7	-3	/	-3	-5	3	5
O=C(Nc1cccc(-n2cnnn2)c1)c1cc(Cl)nc(Cl)c1	-1	/	-1	1	-54	0	-4	0	54	-9
